Source: PubChem BioAssay
FID counter – fluorescent intercalator displacement, NS3 helicase counter-screen | hit rate 0.17% among 290,000 | DNA fluorescent intercalator displacement, fluorescence | inhibition, % at 7.9 µM | AID 1845; in the data active = inhibition above about 37%;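 note: 0% = vehicle and 100% = reference compound; higher means more ethidium bromide displaced from hairpin DNA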
HCV NS3 hel inh – blocks Hepatitis C virus NS3 helicase unwinding | inhibition, % at 10.9 µM | NS3 helicase DNA unwinding, Cy5 molecular beacon fluorescence | hit rate 0.56% among 290,000;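 active = inhibition above the mean of all tested compounds plus 3 SD, set per campaign, cut at about 35% in these data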;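 note: 0% = DMSO wells and 100% = thioflavine S control wells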
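Measured by: Cy5 fluorescence, 0 and 60 min reads / Assay system: NS3 helicase fragment of HCV / Control set: low DMSO, high thioflavine S at 110 µM / Times: 1 h reaction at 25 °C, ATP-initiated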
SUMO HTRF inh – blocks human SUMOylation mediated by UBC9; P63279; HTRF SUMOylation assay, SAE1/SAE2 + UBC9, in vitro; inhibition, % at 35 µM; hit rate 0.36% among 290,000; AID 2006; in the data active = inhibition above about 50%, passing the limit was not always enough; note: strong numbers were not always called active
Target sequence (P63279 whole entry, looked up): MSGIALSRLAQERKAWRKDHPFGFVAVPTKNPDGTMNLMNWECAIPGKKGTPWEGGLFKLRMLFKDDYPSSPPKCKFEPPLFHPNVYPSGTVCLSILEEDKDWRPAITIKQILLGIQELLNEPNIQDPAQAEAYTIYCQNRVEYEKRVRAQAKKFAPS
IMP-1 inhibitor – inhibitors of Pseudomonas aeruginosa IMP-1 metallo-beta-lactamase; purified IMP-1, nitrocefin hydrolysis, epi-absorbance fluorescence; inhibition, % at 5.6 µM; hit rate 0.45% among 290,000; AID 1556;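 active = inhibition above the mean plus 3 SD of all compounds in the same screening run, cut at about 4.5% in these data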;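 note: 0% = IMP-1 with DMSO and 100% = DMSO wells lacking enzyme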
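System: purified recombinant IMP-1 beta-lactamase. Medium: Zinc- and detergent-supplemented HEPES buffer, pH 7.1. Compound: one 5.6 µM dose […]. Schedule: 15 min preincubation plus 25 min reaction at 25 °C. Technique: Epi-absorbance fluorescence, 480 nm excitation, 530 nm emission.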
VIM-2 inh – blocks Pseudomonas aeruginosa VIM-2 metallo-beta-lactamase. purified VIM-2, nitrocefin hydrolysis, epi-absorbance fluorescence. inhibition, % at 5.6 µM. hit rate 0.89% among 290,000;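 active = inhibition above the mean of all tested compounds plus 3 SD, cutoff set per screening run, cut at about 7.5% in these data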;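 note: red hydrolysis product quenches plate fluorescence so inhibitors raise well fluorescence; 0% = enzyme with DMSO and 100% = DMSO without enzyme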
MEKK2mut PB1 HTS – signal of MEK5 binding to mutant human MEKK2 PB1 domain; bead flow cytometry, Alexa488-MEK5 binding to MEKK2 mutant; percent response, % at 10 µM; hit rate 0.35% among 290,000; AID 1530; in the data active = percent response above about 24%, passing the limit was not always enough; note: inactives centre near 1; some results filed as inactive read as strong as hits
NALP1 inh – NALP1 inhibition; S. cerevisiae NALP1/ASC/caspase-1 growth, X-gal OD620, 72 h; inhibition, % at 10 µM; hit rate 0.61% among 280,000; in the data active = inhibition mostly above about 24%, no sharp cut-off; inactive = mostly below about 32%; note: some compounds called inactive have numbers as strong as hits
MEKK2 WT-MEK5 – raises or lowers MEK5 binding to wildtype human MEKK2 PB1 domain | binding response (% of control), % at 10 µM | AID 1531 | bead flow cytometry, Alexa488-MEK5 binding to MEKK2 WT; actives lie on both sides | Q9Y2U5 | hit rate 1.1% among 290,000; in the data active = binding response below about 67% or above about 130%
PfM18AAP inh – PfM18AAP enzyme inhibition | recombinant PfM18AAP, H-Glu-NHMec fluorogenic cleavage | inhibition, % at 7.35 µM | hit rate 1.2% among 290,000;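 active = inhibition above the campaign mean inhibition over all tested compounds plus 3 SD, cut at about 28% in these data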;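 note: 0% = plate median of test compound wells and 100% = 2 mM ZnCl2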
The depositor's hits bear a star; nt = not tested or not shown; [ ] = dose if it differs, or a comment.

SMILES	FID counter	HCV NS3 hel inh	SUMO HTRF inh	IMP-1 inhibitor	VIM-2 inh	MEKK2mut PB1 HTS	NALP1 inh	MEKK2 WT-MEK5	PfM18AAP inh
Cc1c2ccccc2nc2c(F)c(NCCO)c(F)c(F)c12	-14	39*	26	3.1	3.5	-1	-3	92	19
COc1ccc(Cn2c(-c3ccc(OC)c(O)c3)nc3ccccc32)cc1O	-22	-7	1	-3.2	-2.3	3	-9	104	7
Cc1n[nH]c(=O)nc1NC1CCCCC1	3	0	-24	-3.6	-4.8	-4	-14	101	19
Cc1cc(NC(=O)CSc2n[nH]c(N)n2)no1	0	-5	0	-1.9	-1.1	-5	13	97	-9
CSCCC(=O)Nc1nc(-c2ccccn2)cs1	-3	12	8	-2.8	-0.6	-2	-16	99	-2
COc1ccc(CNS(=O)(=O)NCc2ccc(OC)c(OC)c2)cc1	0	-25	10	-2.4	-1.7	-11	-4	89	5
FC(F)Sc1ccc(NC(=S)NC(c2ccccc2)c2ccccc2)cc1	-2	5	-12	-2.0	-3.7	0	10	115	-8
Cc1nc(Nc2nc3ccccc3o2)nc(C)c1C(=O)Nc1ccc(F)cc1	-5	8	18	-3.4	-3.5	-3	4	94	-4
O=C(Cn1nc(-c2ccccc2)ccc1=O)NCCN1CCN(c2cccc(Cl)c2)CC1	-7	-18	-12	-3.0	-3.5	35	-2	137	4
CCCCCNC(=O)CC1Nc2c3ccccc3nc(=S)n2C1=O (stereo not drawn)	-6	-2	8	-4.0	-1.2	-2	5	101	-4
NC(=O)C1(N2CCCCC2)CCN(C(=O)CSc2nc3ccccc3s2)CC1	-18	-3	-7	-0.1	-3.9	nt	1	nt	3
COc1cc(C=O)ccc1Oc1nc(Nc2ccc(F)cc2F)nc(N2CCOCC2)n1	-16	4	9	-3.0	-1.1	0	-1	109	-7
CCOC(=O)C1CCCN(C(=O)Cn2ncc3c([nH]c4ccc(C)cc43)c2=O)C1 (stereo not drawn)	-36	9	4	-1.9	-2.1	2	5	105	2
O=S1(=O)CCN(OCc2ccc(F)cc2Cl)CC1	-2	-4	7	-0.1	0.1	-6	-12	92	-7
COc1ccccc1-c1noc(-c2ccccc2)n1	-2	-2	-2	-2.3	-2.1	nt	-10	nt	3
O=C(NC(=S)Nc1cccc2cc(O)ccc12)c1ccccc1Br	-14	7	-5	1.1	-3.0	7	-4	102	2
CC(=O)NC(Cc1ccccc1)C(=O)NC1CCN(C(=O)c2ccc([N+](=O)[O-])cc2)CC1 (stereo not drawn)	-4	3	-3	-2.2	-2.9	-2	22	96	-1
Cc1ccc(N(C(=O)C(F)(F)F)C(C(=O)NC2CCCCC2)c2ccncc2)cc1C (stereo not drawn)	-2	-7	-11	-4.9	-2.1	-1	17	99	-3
Cc1occc1C(=O)N/N=C/c1ccc[nH]1	-2	5	10	-1.6	-0.4	9	5	110	14
COc1ccc2c(c1OC)C(=O)OC2Nn1cncn1 (stereo not drawn)	6	-9	6	-1.2	2.4	-1	11	100	2
CC(=O)Nc1ccc2ccc3cccc4ccc1c2c34	-3	2	44	-5.0	-1.3	9	2	88	3
C=CCSc1nnc2n(CCc3ccccc3)c(=O)c3c4c(sc3n12)COC(C)(C)C4	0	2	-5	1.0	-4.1	7	-8	98	2
N#C/C(=C/c1ccc(N2CCOCC2)o1)c1ccc(Br)cc1	-13	32	19	-0.1	-1.9	5	7	94	1
CC(=O)N1CC(C)Sc2ccc(S(=O)(=O)NCc3ccc(F)cc3)cc21 (stereo not drawn)	-33	-9	-4	-1.4	-0.5	-7	22	92	-21
O=C(CCNC(=O)C1CCN(S(=O)(=O)c2ccc(F)cc2)CC1)Nc1ccccc1	-20	3	nt	0.9	-0.1	-7	4	100	-11

Some of these compounds in order of heavy-atom count, lowest first.
SMILES	FID counter	HCV NS3 hel inh	SUMO HTRF inh	IMP-1 inhibitor	VIM-2 inh	MEKK2mut PB1 HTS	NALP1 inh	MEKK2 WT-MEK5	PfM18AAP inh
Cc1n[nH]c(=O)nc1NC1CCCCC1	3	0	-24	-3.6	-4.8	-4	-14	101	19
CC(=O)Nc1ccc2ccc3cccc4ccc1c2c34	-3	2	44	-5.0	-1.3	9	2	88	3
Cc1ccc(N(C(=O)C(F)(F)F)C(C(=O)NC2CCCCC2)c2ccncc2)cc1C (stereo not drawn)	-2	-7	-11	-4.9	-2.1	-1	17	99	-3
CC(=O)NC(Cc1ccccc1)C(=O)NC1CCN(C(=O)c2ccc([N+](=O)[O-])cc2)CC1 (stereo not drawn)	-4	3	-3	-2.2	-2.9	-2	22	96	-1

Additional compounds follow:
SMILES	FID counter	HCV NS3 hel inh	SUMO HTRF inh	IMP-1 inhibitor	VIM-2 inh	MEKK2mut PB1 HTS	NALP1 inh	MEKK2 WT-MEK5	PfM18AAP inh
CC(=O)Nc1ccc(NC(=O)CCS(=O)(=O)c2ccc3c(c2)oc(=O)n3C)cc1	-5	-1	11	-0.5	-3.0	-2	16	96	-3
CN(C)S(=O)(=O)c1ccc2c(c1)nc(CCC(=O)Nc1ccc(N3CCOCC3)cc1)n2C	-19	7	8	-2.0	-1.5	1	24	102	-5
Cc1cc(C(=O)OCC(=O)c2cccc([N+](=O)[O-])c2)c2ccccc2n1	4	-4	12	-1.8	-1.6	0	17	97	6
Cn1cc(/C=C2\SC(=S)N(NC(=O)c3cccc(Cl)c3)C2=O)c2ccccc21	-4	-1	22	-2.8	-2.3	-9	nt	48*[inhibitor]	1
Cc1ccc(CNC(=O)COC(=O)c2cnc(C)cn2)cc1	-1	-3	16	-1.4	-3.5	-2	6	95	-9
COC(=O)c1cc(CN2C(=O)c3ccccc3C2=O)c(O)c([N+](=O)[O-])c1	-13	17	15	-2.4	-1.0	4	5	107	3
Cc1cccc(C)c1OCCOCCN1CCN(C)CC1	1	-9	14	-3.1	-3.9	6	5	145*	5
CCOC(=O)C1CCN(C(=O)CCCNC(=O)Cn2cnc3sc(C)c(C)c3c2=O)CC1	-33	3	0	-3.9	-3.2	5	1	104	-2
CCOC(=O)c1c(C)[nH]c(C)c1S(=O)(=O)NCCc1ccco1	-18	3	-11	-0.8	-1.3	2	11	105	0
CN(C)CCNC(C(=O)Nc1cccc(C(F)(F)F)c1)c1ccccc1 (stereo not drawn)	17	-3	7	-1.7	-4.0	3	6	107	-1
COc1c2occc2c(OC)c2c(=O)cc(C)oc12	-5	2	27	-3.0	0.9	6	29	103	-6
CCO/C=C1/C(=O)N(Cc2ccccc2)C(=O)c2ccccc21	-1	4	45	-0.7	1.4	0	21	101	-10
CCCN1Cc2cccc(C(=O)NCc3ccccc3)c2C1=O	-21	-3	-8	-1.3	-3.5	8	4	105	3
Cc1csc(Sc2ccc(C(=O)OCC(=O)Nc3ccc(F)cc3[N+](=O)[O-])cc2[N+](=O)[O-])n1	-6	-6	1	-3.4	-2.2	0	31	98	-8
CCCCCc1nnc(NC(=O)Cc2cccs2)s1	-19	9	13	-0.8	-2.3	-5	28	96	-4
CC(=O)Oc1ccc2nc(CN3C(=O)c4ccc([N+](=O)[O-])cc4C3=O)oc(=O)c2c1	-3	2	13	-0.3	-1.5	-44	9	99	10
COc1ccc(-c2ccc(=O)n(Cc3c(F)cccc3Cl)n2)cc1	-29	0	7	-2.5	-2.5	-1	11	97	3
CCc1noc(C)c1C(=O)N1CCCC1	8	-8	21	-1.2	-2.8	4	31	105	-11
CC(=O)Nc1ccc(S(=O)(=O)NC(CC(=O)NCCc2ccccc2)C(C)C)cc1 (stereo not drawn)	-7	4	23	0.9	-3.5	-5	17	98	-2
CCOC(=O)N1CCN(c2c(NCCCN(CC)Cc3ccccc3)c(=O)c2=O)CC1	-2	-1	11	-3.4	-3.6	-11	10	92	1
Cc1cc(Cn2ccnc2)c(C)c([N+](=O)[O-])c1Cn1ccnc1	0	-5	20	0.2	-1.7	7	3	104	-11
CCC(c1nnnn1Cc1cccs1)N1CCN(C(=O)c2ccco2)CC1 (stereo not drawn)	-3	0	6	0.2	-2.2	-13	7	-1.0*[inhibitor]	-2
CCOC(=O)Cn1cc([N+](=O)[O-])c(OC)n1	-1	8	5	-4.0	-4.3	4	18	105	-2
O=C(CN1CCN(Cc2ccccc2)CC1)N1CCN(c2ccccc2)CC1	-3	3	4	-3.4	-2.6	3	4	101	3
C=CCNC(=S)Nc1ccc(C)cc1[N+](=O)[O-]	-1	-5	14	-0.7	2.4	-11	-1	88	8

Later entries:
SMILES	FID counter	HCV NS3 hel inh	SUMO HTRF inh	IMP-1 inhibitor	VIM-2 inh	MEKK2mut PB1 HTS	NALP1 inh	MEKK2 WT-MEK5	PfM18AAP inh
CCN(CC)S(=O)(=O)c1ccc(/C(O)=C2/C(=O)C(=O)N(CCOC)C2c2ccccc2)cc1 (stereo not drawn)	-24	14	13	-2.8	-5.2	-1	-2	97	5
CCOC(=O)Cc1nc2cc(Cl)ccc2o1	4	1	-2	-0.3	1.1	-13	-7	82	12
CC1CC(C)CN(CCCSc2ccccc2)C1 (stereo not drawn)	10	-2	3	-2.1	-2.9	-1	35	101	-12
COC(=O)c1ccc(CSc2ccc3nnc(-c4cccc(F)c4)n3n2)o1	-11	4	-10	-3.4	8.4*	-5	21	101	-3
CCC(NC(=O)Nc1cc(OC)c(OC)c(OC)c1)(C(F)(F)F)C(F)(F)F	8	-6	7	-1.7	-0.4	-2	12	101	-6
Cc1ccc2c(c1)N(CC(=O)N1CCCC(C)C1)C(=O)CO2 (stereo not drawn)	-11	16	-5	0.6	0.0	-3	1	102	4
CC(NC(=O)c1ccc(CS(=O)(=O)Cc2ccccc2F)o1)c1ccc2c(c1)OCCO2 (stereo not drawn)	-28	-5	-10	-2.8	-2.8	1	-63	99	-1
O=C(COc1ccc(Br)cc1)Nc1ccc(C(=O)Nc2ccccc2C(=O)O)cc1	-32	6	-7	-0.8	2.5	-4	0	96	-2
COc1cccc(CN(C)C(=O)c2ccc(NS(=O)(=O)c3ccc4[nH]c(=O)[nH]c4c3)cc2)c1OC	-24	-4	12	-0.5	-1.5	4	11	102	-1
CCn1cc(C(=O)NCCc2ccc(OC)c(OC)c2)c(=O)c2cc(S(=O)(=O)N3CCOCC3)ccc21	-35	14	6	-0.1	-3.2	0	-6	93	8
COc1ccccc1NS(=O)(=O)c1cc(NC(=O)c2ccco2)ccc1N1CCOCC1	-8	0	-1	-1.9	-1.2	-1	17	95	-2
CCc1nnc(NC(=O)c2nc(S(=O)(=O)Cc3ccc(C)cc3)ncc2Cl)s1	-41	1	5	-5.9	-5.1	5	-25	108	-6
CCOC(=O)c1snc2c(=O)[nH]cnc12	6	9	6	-1.2	-3.3	2	0	101	-10
CC(=O)Nc1nn(C)c2nc3ccc(C)cc3cc12	-9	5	0	-1.4	-0.8	0	18	102	-4
Cc1ccn2c(CNC(C)CCn3cccn3)c(C(=O)N3CCCCCC3)nc2c1 (stereo not drawn)	1	-1	-8	-2.1	-1.1	6	4	97	2
CCN(CC)S(=O)(=O)c1cccc(C(=O)NCCCN2CCOCC2)c1	-2	4	-31	-3.1	-1.9	-3	0	91	9
COc1ccc(OC)c(/C=N/NC(=O)c2[nH]nc3c2CCc2ccccc2-3)c1	-7	-4	29	-0.6	-2.8	-1	29	104	-3
O=C(CCCN1C(=O)/C(=C/c2cccs2)SC1=S)NNC(=O)c1ccccc1O	3	4	20	-2.4	-1.9	14	22	100	1
CCC(C)c1ccccc1OCCCN(C)Cc1ccccc1 (stereo not drawn)	20	-71	-12	-2.1	0.6	6	25	126	-4
